Bioassay records from PubChem.
Peg3 imprint = induces erasure of genomic imprints in mouse ES cells; mouse ES Peg3-LacZ reporter, beta-gal luminescence, 40 h; Potency, µM (top dose mostly 60.7 µM), inactives show at the highest dose activity change, positive = activation, usual class: activators; 0.02% of 110,000 active; AID 1948;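 also: 0% = negative control wells on the plate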
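Readout: BetaGlo luminescence (5 min, room temp) for LacZ from the normally silent maternal Peg3 allele in female Peg3LacZ-Neo ES cells. Cells 300/well, 40 h, 37C, 5% CO2. Data normalized per plate to negative controls.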
p53ts 32C tox = p53ts cell cytotoxicity, permissive temperature; 0.93% of 130,000 active; Potency, µM (doses to about 46.1 µM), without a hit: at the highest dose activity change, negative = cytotoxicity, most hits filed as cytotoxic; H1299-p53A138V at 32C, ATP luminescence viability, 24 h; AID 924;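 also: 0% = DMSO and -100% = full killing by reference compound; nearly all actives have a fitted effect of over 55% in size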
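ATP-content luminescence (ATPlite) read-out after 24 h compound exposure at 32C in H1299-p53A138V cells (600/well). Tested up to 46 uM. Normalized to DMSO (0%) and 100 uM tamoxifen (100% killing); Hill-fit AC50.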
p53ts 39C tox = kills p53ts cells at the nonpermissive temperature; H1299-p53A138V viability at 39C, ATP luminescence, 24 h; Potency, µM (series often up to 46.1 µM), for the others: top-dose activity change, negative = cell killing, actives largely listed as cytotoxic; 1.5% of 130,000 active; AID 902; also: nearly all actives have a fitted effect of over 55% in size
IkB sig inh = suppresses IkB signaling in ABC-DLBCL reporter cells; ABC-DLBCL IkBa-CBG/CBR dual luciferase ratio, 4 h; response scale: scaled: untreated 0%, proteasome inhibitor 100%; Potency, µM (top dose mostly 57.1 µM), for inactives: at the highest dose IkBa stabilization activation; AID 445; 0.04% of 110,000 active; active = well fitted curve in the direction sought with a large enough effect in the signal ratio, not every such curve was filed as active; inconclusive = small, poorly fitted or top-dose-only effect, or a change in a side signal; the % refers to the signal ratio;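 also: the direction sought is a rising ratio; 0% = basal untreated cells and 100% = reference inhibitor full response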
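Curves were fitted separately to fusion (green), unfused (red) and ratio luminescence, then classed by r2, magnitude and activity. Cells: OCI-Ly3, 4 h compound plus doxycycline at 37C; 10 uM MG-132 defined full response.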
Numbers without * were called inactive; ? = inconclusive; . = no result given; [ ] = dose if it differs, or a comment. Unless noted, calls follow the shape of the dose curve; as a rule, active = well fitted curve in the direction sought with a large enough effect; inconclusive = small, poorly fitted or top-dose-only effect, or another doubt; inactive = no such curve, though single readings can be large; an effect the other way counts as inactive or inconclusive. Unless noted, % is scaled to controls: 0 for no effect and ±100 for the full control effect; potency is read from the fitted curve at half-maximal effect. Compounds were not picked by outcome. Share with any hit: about 1.8%.

Assay codes: A = Peg3 imprint; B = p53ts 32C tox; C = p53ts 39C tox; D = IkB sig inh
(1) O=C(C1CCN(c2nnc(-n3cccc3)s2)CC1)N1CCN(Cc2ccc3c(c2)OCO3)CC1
  A = -20%	B = -10%	C = -13%	D = 5.7%

(2) COc1ccc(NC(=O)CCCn2c(=O)[nH]c3ccccc3c2=O)cc1
  A = -9%	B = 5%	C = -2%	D = -1.7%

(3) Cn1c(=O)n(C)c2cc(N3CCCCC3)c(NC(=O)c3ccc(Cl)cc3)cc21
  A = 1%[10.9 µM]	B = 4%	C = -5%	D = -2.5%

(4) CN(CCc1ccccn1)C(=O)c1nn2c(C(F)(F)F)cc(-c3ccco3)nc2c1Cl
  A = -2%	B = 2%	C = 3%	D = -1.8%

(5) Fc1ccc(Nc2nc(SCc3cccc(F)c3)nc3ccccc23)cc1
  A = 10%[10.9 µM]	B = 12%	C = ?	D = ?

(6) CCCCN1C(=O)C2C(C(=O)Nc3cccc(OC)c3)C3C=CC2(O3)C1C(=O)NC1CCCCC1C (stereo not drawn)
  A = -3%	B = -1%	C = -11%	D = 0.6%

(7) CCOCCCNCc1ccc(OC)c(OC)c1
  A = -2%	B = -1%	C = 5%	D = 3.0%

(8) O=C(CCNS(=O)(=O)c1ccc(Br)s1)N1CCN(c2ccccc2)CC1
  A = -17%	B = -13%	C = -12%	D = 1.0%

(9) CCc1cc2c(=O)c(-c3nc4ccccc4n3C)c(C)oc2c(CN2CCOCC2)c1O
  A = -12%	B = -2%	C = 11%	D = 0.7%

(10) CCc1c2c(nc3ccc(OC)cc13)COC2
  A = 18%	B = 5%	C = 6%	D = .

(11) Cc1c(-c2ccc(Cl)cc2)c(=O)oc2c(CN3CCN(C)CC3)c(O)ccc12
  A = -4%[10.9 µM]	B = -11%	C = -1%	D = ?

(12) COc1ccc(NC(=O)CSc2nc3c(c(=O)[nH]2)CCC3)cc1
  A = -15%[10.9 µM]	B = -4%	C = -6%	D = -1.3%

(13) CCc1nc(-c2cc(S(=O)(=O)N3CCN(c4ccc(F)cc4)CC3)ccc2OC)no1
  A = -5%[10.9 µM]	B = 7%	C = -6%	D = 1.5%

(14) CCCNC(=O)c1ccc2snnc2c1
  A = .	B = 11%	C = 15%	D = .

(15) O=C(CCC1N=C2c3ccccc3N=C(SCc3ccccc3Cl)N2C1=O)N1CCN(c2ccccc2)CC1 (stereo not drawn)
  A = -7%[10.9 µM]	B = -1%	C = -5%	D = 3.2%

Continued.
Assay codes: A = Peg3 imprint; B = p53ts 32C tox; C = p53ts 39C tox; D = IkB sig inh
(16) O=C(Nc1ccc2nc(-c3ccco3)c(-c3ccco3)nc2c1)NC1CC1
  A = .	B = -29%	C = -15%	D = .

(17) O=C(CCCN1C(=O)C2C3C=CC(C3)C2C1=O)N1CCN(c2ccccc2)CC1 (stereo not drawn)
  A = -14%	B = 7%	C = 2%	D = -0.1%

(18) COc1cc(C(=O)Nc2ccc3c(c2)OCCO3)ccc1OC(C)C
  A = -25%	B = ?	C = ?	D = -1.1%

(19) NCCCCCc1nnc(SCC(=O)c2ccc(Cl)cc2)o1
  A = -8%	B = -18%	C = -7%	D = ?

(20) O=C(NS(=O)(=O)c1ccccc1)c1ccccc1O
  A = 3%	B = 5%	C = 3%	D = 1.5%

(21) CSc1ncccc1C(=O)OCC(=O)N(CC(C)C)C1CCS(=O)(=O)C1 (stereo not drawn)
  A = -69%[inhibitor]	B = 3%	C = -4%	D = 9.9%

(22) Cn1cc(CCC(=O)NCc2ccc(Cl)cc2)c2ccccc21
  A = -11%[10.9 µM]	B = 1%	C = -6%	D = 3.1%

(23) CCCCNC(=O)Nc1c(C(=O)OCC)[nH]c2ccccc12
  A = -10%	B = -1%	C = 14%	D = 1.0%

(24) Cc1ccc(C)c(NC(=O)Cn2nnc(C(=O)NCCc3ccccc3)c2N)c1
  A = 7%[10.9 µM]	B = -9%	C = 8%	D = -1.0%

(25) c1ccc(-c2noc(-c3ccc4c(c3)OCO4)n2)nc1
  A = -92%[inhibitor]	B = 0.63µM*	C = 1µM*	D = ?

(26) CC(C)C(NC(=O)C1CCCCC1)C(=O)Nc1ccncc1 (stereo not drawn)
  A = -6%	B = 8%	C = 2%	D = -1.7%

(27) CC(NC(=O)CSc1nc2ccccc2c(=O)n1CCCO)c1ccccc1 (stereo not drawn)
  A = -4%	B = -2%	C = -5%	D = 1.1%

(28) COc1ccc(CNc2nc(-c3c(C)noc3C)nc3ccccc23)c(OC)c1
  A = -17%	B = -15%	C = -14%	D = 3.4%[11.4 µM]

(29) COc1ccc(N(CC(=O)Nc2cccc(Cl)c2)S(=O)(=O)c2c(C)[nH]c(=O)[nH]c2=O)cc1
  A = -5%[10.9 µM]	B = -3%	C = 0%	D = ?

(30) COc1ccc(CC(=O)N(Cc2cc3cc(OC)ccc3[nH]c2=O)C(C)C)cc1
  A = 15%	B = 5%	C = 4%	D = -0.3%

Single records, from the list above. Values in the order: Peg3 imprint	p53ts 32C tox	p53ts 39C tox	IkB sig inh
Results for COc1ccc(CC(=O)N(Cc2cc3cc(OC)ccc3[nH]c2=O)C(C)C)cc1 : 15%	5%	4%	-0.3%
Results for O=C(NS(=O)(=O)c1ccccc1)c1ccccc1O : 3%	5%	3%	1.5%
Results for COc1ccc(CNc2nc(-c3c(C)noc3C)nc3ccccc23)c(OC)c1 : -17%	-15%	-14%	3.4%[11.4 µM]

Sorted by formula weight (descending): 5 of the compounds above
Assay codes: A = Peg3 imprint; B = p53ts 32C tox; C = p53ts 39C tox; D = IkB sig inh
(17) O=C(CCCN1C(=O)C2C3C=CC(C3)C2C1=O)N1CCN(c2ccccc2)CC1 (stereo not drawn)
  A = -14%	B = 7%	C = 2%	D = -0.1%

(24) Cc1ccc(C)c(NC(=O)Cn2nnc(C(=O)NCCc3ccccc3)c2N)c1
  A = 7%[10.9 µM]	B = -9%	C = 8%	D = -1.0%

(19) NCCCCCc1nnc(SCC(=O)c2ccc(Cl)cc2)o1
  A = -8%	B = -18%	C = -7%	D = ?

(22) Cn1cc(CCC(=O)NCc2ccc(Cl)cc2)c2ccccc21
  A = -11%[10.9 µM]	B = 1%	C = -6%	D = 3.1%

(20) O=C(NS(=O)(=O)c1ccccc1)c1ccccc1O
  A = 3%	B = 5%	C = 3%	D = 1.5%

More structures.
Assay codes: A = Peg3 imprint; B = p53ts 32C tox; C = p53ts 39C tox; D = IkB sig inh
(31) Cn1c2ccccc2c2cnn(CC(=O)O)c(=O)c21
  A = .	B = 6%	C = 5%	D = .

(32) COc1cc2c(C)c3c4c(cc(OC)c(OC)c4c2cc1OC)CCN3C
  A = -16%	B = -5%	C = -4%	D = .

(33) O=C(Nc1ccccc1)c1cnc[nH]1
  A = -60%[inhibitor]	B = ?	C = ?	D = 5.2%

(34) Cc1ccc(-c2nc(C(=O)Nc3cccc(C#N)c3)c3n2CCCCC3)cc1
  A = ?	B = 14%	C = -7%	D = ?

(35) COc1cc(Cl)c(C)cc1NC(=O)CCn1cnc2onc(-c3ccc(F)cc3)c2c1=O
  A = -1%[10.9 µM]	B = -8%	C = -14%	D = 0.3%

(36) COc1ccc(NC(=O)CSc2ccc(C)cc2)cc1
  A = .	B = -8%	C = 2%	D = .

(37) CCc1ccccc1NC(=O)c1cc(C2CC2)on1
  A = -34%[inhibitor]	B = 4%	C = -5%	D = 2.7%

(38) COC(=O)c1ccc2c(c1)N(CC(=O)Nc1ccc(C)c(C)c1)C(=O)c1ccccc1S2
  A = -13%[10.9 µM]	B = -11%	C = -17%	D = ?

(39) COc1cc(-c2nc(-c3ccc(-c4ccccc4)nc3OC)no2)cc(OC)c1OC
  A = 0%	B = -2%	C = -2%	D = -0.3%

(40) CCCOc1ccccc1NC(=O)CC1Nc2ccccc2NC1=O (stereo not drawn)
  A = -19%	B = 9%	C = 14%	D = 7.1%

(41) CN1CCCC2(CCN(C(=O)c3cnccn3)CC2)C1
  A = .	B = -10%	C = 9%	D = 3.2%[11.4 µM]

(42) O=C(NCC(=O)N(Cc1cccs1)C(C(=O)NC1CCCC1)c1cccnc1)c1ccco1 (stereo not drawn)
  A = .	B = 6%	C = 17%	D = .

(43) CCC(=O)N1CCCc2cc(S(=O)(=O)N3CCCc4ccccc43)ccc21
  A = -20%	B = -7%	C = -7%	D = ?

(44) Cc1ccc(-n2c3c(c(=O)[nH]c2=O)C(NC(=O)c2ccccc2C)(C(F)(F)F)C(=O)N3)cc1 (stereo not drawn)
  A = -3%[10.9 µM]	B = -1%	C = -5%	D = 2.6%

(45) Cc1ccc(C(C)C)c(OCC(=O)Nc2ccc(O)c(-c3nc4cc(Cl)ccc4o3)c2)c1
  A = -12%[10.9 µM]	B = 2%	C = 5%	D = -1.4%

Next entries.
Assay codes: A = Peg3 imprint; B = p53ts 32C tox; C = p53ts 39C tox; D = IkB sig inh
(46) CCOc1ccc(C2c3c(oc4ccccc4c3=O)C(=O)N2Cc2ccc3c(c2)OCO3)cc1 (stereo not drawn)
  A = -6%[10.9 µM]	B = -2%	C = 9%	D = 0.2%

(47) CCOc1ccc(N(CC(=O)NC2CCCCC2)S(=O)(=O)c2c(C)noc2C)cc1
  A = -4%	B = -2%	C = -4%	D = -0.7%

(48) CCCc1nnc(NC(=O)CNc2ccc(F)cc2)s1
  A = -2%	B = 1%	C = 1%	D = 3.7%

(49) Cc1ccc(CCNC(=O)c2ccc3c(c2)c(C)c(C)n3Cc2ccccc2)cc1
  A = -9%[10.9 µM]	B = 9%	C = 3%	D = -1.0%

(50) O=C(Nc1ccc(S(=O)(=O)N2CCOCC2)cc1)c1ccc(Br)o1
  A = ?	B = 2%	C = -8%	D = -9.7%

(51) COc1ccc(C(=O)NCC(c2ccc3c(c2)OCO3)N2CCOCC2)cc1OC (stereo not drawn)
  A = -6%[10.9 µM]	B = -5%	C = ?	D = 1.5%

(52) Cc1cc(NC(=O)CCCC(=O)N(CC(=O)NCCc2ccccc2)Cc2ccc(F)cc2)no1
  A = 4%	B = 5%	C = 6%	D = 0.6%

(53) NC(=O)c1ncn(C2OC(CO)C(O)C2O)n1 (stereo not drawn)
  A = -3%	B = -5%	C = -3%	D = .

(54) Cc1nn(-c2nc(-c3ccc(F)cc3)cc(C(F)(F)F)n2)c(C)c1Cl
  A = -2%[10.9 µM]	B = 9%	C = -2%	D = 37%

(55) C[C@]12CC[C@H]3c4ccc(O)cc4CC[C@@H]3[C@H]1CC[C@@H]2OP(=O)(O)O
  A = -7%[10.9 µM]	B = 0%[9.22 µM]	C = 9%[9.22 µM]	D = 0.0%[11.4 µM]

(56) CCNc1nc(N)nc(Oc2ccc(OCC(=O)OC)nn2)n1
  A = 12%[10.9 µM]	B = -1%	C = -15%	D = 0.5%

(57) NC(=O)c1cc(-c2ccccc2)sc1NC(=O)CN1CCCCC1
  A = .	B = -10%	C = -1%	D = .

(58) CCCNC(=O)NS(=O)(=O)c1ccc(Cl)cc1
  A = -3%	B = -1%	C = 14%	D = 1.9%

(59) CCCn1c(SCC(=O)Nc2ccc3c(c2)OCO3)nc2c1c(=O)n(C)c(=O)n2C
  A = -10%	B = -2%	C = -1%	D = -0.4%

(60) COc1cccc(-c2nnn(CC(=O)NC3CCCC3)n2)c1OC
  A = -12%	B = 5%	C = -12%	D = 0.3%

(61) O=C(Cc1cn2ccsc2n1)Nc1nc2c(s1)CN(Cc1ccccc1)CC2
  A = -6%	B = 7%	C = -5%	D = -1.1%

(62) COc1cccc(C(=O)N2CCN(S(=O)(=O)Cc3ccccc3)CC2)c1OC
  A = .	B = 1%	C = -7%	D = .
